From PubChem BioAssay
EWS-Fli block: EWS/Fli transcriptional activity inhibition; A673 NR0B1-luciferase reporter, viability-normalised; inhibition, % at 12.6 µM; actives 0.67% (n = 350,000);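 active = mean inhibition of at least 50% after viability correction, with every replicate also passing that limit; inconclusive = mean reaches 50% but only one of two replicates passes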;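 note: firefly luciferase signal divided by Alamar Blue viability fluorescence both relative to DMSO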
PAX8 inh HTS: inhibitors of PAX8 transcriptional activity in RMG-I cells. RMG-I TPO-luciferase reporter, SteadyGlo, 24 h. inhibition, % at 12.6 µM. actives 1.2% (n = 360,000). AID 652154;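 active = mean replicate inhibition at least 60% with every replicate also reaching 60%; inconclusive = only one of the two criteria is met; inactive = mean below 60% and not all replicates reaching 60%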;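 note: luciferase light reporting Pax8 driven TPO promoter activity; plate controls were median of neutral control wells for no effect and mitoxantrone controls for full effect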
FN deposition inh: fibronectin deposition inhibition | actives 0.086% (n = 350,000) | AH1F fibroblasts, Alexa488-fibronectin deposition fluorescence, overnight | inhibition, % at 12.6 µM;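 active = mean inhibition across replicates of 30% or more, regardless of how many single replicates reach that level; inconclusive = mean under 30% yet at least half of replicates reach 30%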;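 note: positive control wells lacked labelled fibronectin entirely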
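Assay system: AH1F fibroblasts / Quantity: 10000 cells per well / Medium: DMEM plus 2% serum, read in PBS / Reagent: labelled fibronectin 24 nM / Dosing: single dose, pinned / Times: 1 h cell attachment, overnight exposure to compound and label / Signal: fluorescence, ex 485 nm, em 525 nm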
CFTR F508del cor: correctors of CFTR F508del function in bronchial epithelial cells | activity (quench increase), % at 7.58 µM | actives 0.36% (n = 350,000) | CFBE cells, YFP halide quenching; stimulated with forskolin plus potentiator P3; % fluorescence drop versus neutral controls;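 active = mean added fluorescence quench of at least 8% versus neutral control, with both replicates also reaching 8%; inconclusive = only one of the mean or replicate conditions met; inactive = mean below 8% and not both replicates reaching 8%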;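 note: cells transiently co-express mutant CFTR-F508del with the halide-sensitive YFP; corrector assay measuring rescue of mutant channel to the surface after 24 h compound exposure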
miR122 inh: inhibitors of miR-122 in Huh7 cells; Huh7 miR-122 Renilla luciferase sensor, 48 h; neutral wells = 0, positive control = 100; activation (reporter increase), % at 12.5 µM; actives 0.3% (n = 340,000); AID 602342;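 active = mean replicate activation score at least 90 and every replicate individually at or above 90; inconclusive = only one of the two criteria met; inactive = neither criterion met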;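 note: higher luciferase means less miR-122 activity so hits act as miR-122 inhibitors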
GSIS activator: GLuc luminescence reporter in INS-1E cells, primary screen for activators of glucose-dependent secretion of insulin. actives 0.61% (n = 370,000). INS-1E GLuc reporter insulin secretion, 2-3 h. activation, % at 16.6 µM;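 active = lowest replicate activation of at least 40%, so every replicate reaches that level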;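 note: 0% = median of neutral control wells and 100% = median of IBMX positive control wells; some compounds called inactive have numbers as strong as hits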
DENV2 CPE: DENV2-induced cell death inhibition | AID 651640 | CPE inhibition, % at 9.99 µM | actives 1.7% (n = 350,000) | DENV2-infected cells, cytopathic effect rescue, plate reader; in the data active = CPE inhibition above about 20%, passing the limit was not always enough; inconclusive = no clear call, values can overlap the other calls; tested in BHK-21 cells;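 note: 0% = median of neutral control wells and 100% = median of positive control wells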
* marks the source's active call; other numbers are inactive results; ? = inconclusive; · = no result given; [ ] = dose if it differs, or a comment.

SMILES,PAX8 inh HTS,CFTR F508del cor,EWS-Fli block,GSIS activator,DENV2 CPE,miR122 inh,FN deposition inh
COc1ccccc1-c1ccc([C@H]2[C@@H](CO)N3CCCCN(S(=O)(=O)c4cn(C)cn4)C[C@@H]23)cc1,21,0.8,-5,-7,-7,11[16.7 µM],·
O=C(Cc1ccccc1)NC(=S)Nc1ccc(OC(F)F)cc1,-33,-0.2,-20,-2,?,·,-14
COc1ccc(Cl)cc1C(=O)NC1CC(C)(C)NC(C)(C)C1,-2,1.4,-1,15,?,-1,-2
Cc1ccc(C(=O)Nc2ccncc2)cc1[N+](=O)[O-],0,5.3,7,-2,5,·,2
CO[C@@H]1CN(C)C(=O)c2ccc(NS(C)(=O)=O)cc2OC[C@@H](C)N(S(=O)(=O)CC(F)(F)F)C[C@H]1C,·,0.1,3,0,2,·,-12
Cn1cccc1C(=O)OCC(=O)NNC(=O)c1ccc([N+](=O)[O-])cc1,3,-4.4,-3,-7,-1,-3,1
C/C=C/c1cnc2c(c1)C(=O)N([C@@H](C)CO)C[C@H](C)[C@H](CN(C)C(=O)C1CC1)O2,·,0.9,-28,7,·,-3[16.7 µM],·
CN(C(=O)c1cccc(NC(=O)C2CCCN(C(=O)OC(C)(C)C)C2)c1)C1CCCC1 (stereo not drawn),5,0.3,16,-9,-4,-6,6
CCCOC(=O)Nc1cc(OC)ccc1[N+](=O)[O-],-5,1.3,-12,-2,-1,·,1
COc1cccc(-c2ccc3c(c2)O[C@@H](CN(C)Cc2cccnc2)[C@H](C)CN([C@H](C)CO)S3(=O)=O)c1,25,3.8,16,-6,-5,21[16.7 µM],13
O=C(c1ccc(N2CCCCC2)c([N+](=O)[O-])c1)N(c1ccccn1)c1ccccn1,-9,-1.0,-7,7,15,-2,-1
CCOC(=O)CSc1nc2c(sc(=S)n2-c2ccc(OCC)cc2)c(=O)[nH]1,20,-1.1,2,·,4,-24,-15
O=C(c1ccccn1)N1CC[C@@H]2[C@H]1c1cc(-c3ccc(F)cc3)ccc1N[C@@H]2CO,-33,0.5,-65,5,6,2[16.7 µM],10
CC(C)C12CN3CC(C(C)C)(CN(C1)C3c1ccccc1O)C2=O (stereo not drawn),16,·,·,·,·,-17,-5
CC=Cc1ccc2n(c1=O)C[C@H]1[C@H](CO)[C@@H](C(=O)N(C)C)N(CC3CCOCC3)[C@@H]21 (mixture of isomers),-9,-1.9,5,10,14,-4[16.7 µM],·
O=[N+]([O-])CC(c1ccccc1)P(=O)(c1ccccc1)c1ccccc1 (stereo not drawn),0,2.0,11,7,7,-8,-5
Oc1c(CN2CCCCC2)ccc2cccnc12,54,-4.1,-2,-6,-4,·,-2
COc1ccc(CCC(C)NC(=O)CCc2ccccc2)c(OC)c1 (stereo not drawn),-49,0.2,-1,-21,-1,1,4
COC(=O)C1=C(C)NC(C)=C(C(=O)OC)C1c1cc2cc(C)ccc2[nH]c1=O,12,·,·,-4,·,5,5
O=C1NC(Cc2ccccc2)c2nc3cc(Cl)ccc3c(=O)n2-c2ncccc21 (stereo not drawn),5,1.7,8,9,-4,-4,3
CCc1nnc(NC(=O)c2cc(-c3ccccn3)nc3ccc(Br)cc23)s1,-9,1.6,·,-3,11,·,-2
CN(/C=C/C(=O)C(F)(F)F)Cc1ccccc1,7,·,·,·,·,-1,3
COc1ccc2c(c1)C(=NNC(=O)c1ccccn1)c1cc(OC)ccc1-2,0,·,·,146*,·,·,1
O=C(NC1CCCCC1)c1sc(=S)n2c1[nH]c(=O)c1ccccc12,-16,·,·,·,·,-5,2
S=C(Nc1ccc2cn[nH]c2c1)Nc1ccccc1Cl,-177,·,·,12,·,·,1
CC(=O)Nc1cccc(NC(=O)CSc2nccn2Cc2ccc(F)cc2)c1,7,-0.3,1,3,-4,·,-6
CC(C)(O)C#Cc1ccc(C(=O)N2CCCC(CCC(=O)NCc3ccccc3F)C2)cc1 (stereo not drawn),20,3.4,-15,-5,0,-3,-4
Cc1ccc(Cn2c(=O)c3ccccc3n3nc(C)cc23)cc1,15,2.4,-5,4,9,·,6
COc1ccc(COCC(O)CN2CCC(C(N)=O)CC2)cc1OC (stereo not drawn),16,2.2,8,14,5,·,0
CC(=O)Nc1ccc(S(=O)(=O)N2CCc3c(Cl)cccc3C2)cc1,-1,0.6,-1,13,?,25,3
COc1cc2cc(C(C)(C)O)oc(=O)c2cc1OC,-8,-1.2,-4,37,-5,·,-13
Cc1cccc(N2CCN(C(C(=O)NCc3ccccc3)c3ccc(C(F)(F)F)cc3)CC2)c1C (stereo not drawn),7,-0.6,11,-3,14,·,-5
Brc1cc(Cc2nnc(-c3ccccc3)o2)c(Br)s1,2,2.4,-6,8,7,·,18
CN(C)C(=O)c1ccc(-c2ccc([C@@H]3[C@@H](CO)N4CCCCN(C(=O)C5CCCC5)C[C@@H]34)cc2)cc1,20,0.0,-18,·,-6,-25[16.7 µM],·
CSCCC1NC(=O)N(C(C)C(=O)Nc2cc(Cl)cc(Cl)c2)C1=O (stereo not drawn),2,-4.2,5,-35,15,-3,6
COCCn1cnc2c(c1=O)c1nc3ccccc3nc1n2/N=C/c1ccco1,-9,-1.8,2,-10,-3,·,0
COc1ccccc1CN1CC(C(=O)NCCCCc2ccccn2)CCC1=O (stereo not drawn),-39,-1.4,-23,4,14,-5,9
CC(=O)Nc1ccc(NC(=O)CCc2nc3sc4c(c3c(=O)[nH]2)CCCC4)cc1,-6,1.6,-3,4,3,·,-1
Cc1ccsc1C(=O)Nc1ccc(S(=O)(=O)N2CCOCC2)cc1,-14,-4.3,-8,30,3,7,-2
C[C@@H]1CN([C@H](C)CO)C(=O)Cc2cc(NC(=O)C3CCCCC3)ccc2O[C@@H]1CN(C)S(=O)(=O)c1cccs1,10,1.0,-9,-9,4,3[16.7 µM],·
Cc1ccc(S(=O)(=O)N(C)C[C@@H]2Oc3c(NC(=O)CCCCCC(=O)Nc4ccccc4N)cccc3C(=O)N([C@H](C)CO)C[C@H]2C)cc1,27,2.1,·,-4,-7,·,·
CSc1nc(-c2ccco2)nn1C(=O)c1ccco1,-8,0.9,0,9,-1,-10,14
N#C[C@H]1[C@H](c2ccccc2-c2ccccc2F)[C@H](CO)N1C(=O)c1ccccn1,-37,-0.4,2,-6,18,·,-19
Cc1ccc(Nc2nc(N)nc(CSc3nnc(-c4ccncc4)o3)n2)cc1,-7,·,·,·,·,-1,-11
C#CCOCCOCCOCCNc1nc(N2CCN(C(=O)[C@H]([C@@H](C)CC)n3cc(CCCCN)nn3)CC2)nc(N2CCN(C(=O)[C@H](CCCCN)n3cc(CCCC)nn3)CC2)n1,-13,0.0,-9,-1,-7,6,-9
Cc1ccc(S(=O)(=O)N2[C@@H](c3cccc(Cl)c3)C(C(=O)O)=CC[C@H]2c2ccc3c(c2)OCO3)cc1,9,1.5,10,·,1,·,-16
C[C@H]1CN([C@@H](C)CO)C(=O)c2cccc(NC(=O)Nc3ccc(F)cc3)c2O[C@@H]1CN(C)Cc1ccc2c(c1)OCO2,-2,3.0,-3,11,3,12[16.7 µM],·
O=C(O)CCCn1c(O)c(C=C2N=c3ccccc3=N2)sc1=S,38,-2.4,22,18,4,-1,6
COc1ccc2c(C#CCCO)c(-c3ccc(S(C)(=O)=O)cc3)sc2c1,37,3.7,2,·,·,-11,-1
Cc1cc(C)c(NC(=O)COC(=O)C2CCCO2)c(C)c1 (stereo not drawn),3,-2.2,1,-9,12,0,·
COc1cc(/C=C2\N=C3CCCCCN3C2=O)ccc1O,·,-0.2,-53,-6,-3,5,·
COc1ccc(N2CCN(c3cnc4ccccc4n3)CC2)cc1,-167,-1.2,-123,0,·,-3,-3
O=C(NNS(=O)(=O)c1ccccc1)C1CC(c2cccnc2)=NO1 (stereo not drawn),5,-2.5,-2,-1,-4,·,-15
Cc1ccc(S(=O)(=O)Nc2cccc3c2O[C@@H](CN(C)S(=O)(=O)c2cccs2)[C@@H](C)CN([C@H](C)CO)C3=O)cc1,18,0.6,-9,-11,·,30[16.7 µM],·
C=CCNC(=S)Nc1ccc(Cl)cc1,-21,-0.8,10,-11,·,23,-5
C[C@H](CO)N1C[C@H](C)[C@H](CN(C)Cc2ccc(C(=O)O)cc2)Oc2ccc(NC(=O)Cc3cn(C)c4ccccc34)cc2C1=O,4,2.5,2,26,70*,-7[16.7 µM],·
CCCCn1ccnc1C,9,-2.2,-6,29,5,·,4
O=C(NC(=S)NCc1ccccc1)c1ccccc1[N+](=O)[O-],27,0.4,3,-11,?,3,5
O=C(NCCCc1ccccc1)c1cc(COc2ccc(F)cc2Cl)on1,-12,1.7,-3,-14,-2,-8,4
Nc1c(N(Cc2ccccc2)C(=O)COc2ccc([N+](=O)[O-])cc2)c(=O)[nH]c(=O)n1Cc1ccccc1,30,1.8,25,-8,-4,-8,-6

For convenience, some entries already given:
SMILES,PAX8 inh HTS,CFTR F508del cor,EWS-Fli block,GSIS activator,DENV2 CPE,miR122 inh,FN deposition inh
Cc1ccc(S(=O)(=O)N2[C@@H](c3cccc(Cl)c3)C(C(=O)O)=CC[C@H]2c2ccc3c(c2)OCO3)cc1,9,1.5,10,·,1,·,-16
C[C@H]1CN([C@@H](C)CO)C(=O)c2cccc(NC(=O)Nc3ccc(F)cc3)c2O[C@@H]1CN(C)Cc1ccc2c(c1)OCO2,-2,3.0,-3,11,3,12[16.7 µM],·

More entries follow.
SMILES,PAX8 inh HTS,CFTR F508del cor,EWS-Fli block,GSIS activator,DENV2 CPE,miR122 inh,FN deposition inh
Cc1noc(C)c1NC(=O)N(C)C[C@H]1OCCCC[C@H](C)Oc2ccc(NC(=O)Nc3cccc4ccccc34)cc2C(=O)N([C@H](C)CO)C[C@@H]1C,-14,-1.0,-4,-5,1,-1[16.7 µM],·
Cc1ccc(C(C#N)=Cc2ccc3c(c2)OCO3)cc1,-110,-3.2,6,17,6,·,4
COC(=O)C[C@@H]1C[C@@H]2c3cc(NC(=O)Nc4ccc(C(F)(F)F)cc4)ccc3O[C@@H]2[C@H](CO)O1,-9,4.0,-7,11,10,-1[16.7 µM],5
CCn1c(CCC(N)=O)nnc1SCC(=O)Nc1cccc(S(=O)(=O)N2CCCC2)c1,4,-1.4,-1,26,-4,-4,-6
C[C@@H]1CN([C@H](C)CO)S(=O)(=O)c2ccc(C#CC3CCCC3)cc2O[C@H]1CN(C)Cc1cncnc1,18,0.7,20,-35,·,1[16.7 µM],6
O=C(Nc1ccc2c(c1)OCO2)c1cc2n(n1)C(C(F)(F)F)CC(c1ccccc1)N2 (stereo not drawn),20,·,·,0,·,3,5
O=Cc1cc(N=Nc2ccc(S(=O)(=O)O)cc2)ccc1O,-7,-1.4,-4,-17,-2,·,-4
C[C@@H]1CCCCO[C@@H](CN(C)C(=O)CCCN(C)C)[C@H](C)CN([C@H](C)CO)C(=O)c2cc(NC(=O)Nc3ccc(C(F)(F)F)cc3)ccc2O1,6,-0.6,0,-8,1,-2[16.7 µM],·
O=C1CC(c2ccco2)CC(O)=C1C=NCCN1CCNCC1 (stereo not drawn),-13,·,·,·,·,-11,-6
COc1ccc(C(C)=O)cc1CN1C(=O)C(C)ON=C1c1cccc(C(F)(F)F)c1 (stereo not drawn),-5,0.9,-5,-13,7,·,-5
CO[C@@H]1CN(C)C(=O)c2ccc(NC(=O)c3cccc(F)c3)cc2OC[C@H](C)N(CC2CC2)C[C@H]1C,9,-3.0,-8,-11,-3,·,2
CCn1nnnc1SCC(=O)Nc1cc(C)on1,0,·,·,·,·,1,9
COCCCN1C(=O)N(c2ccc(F)cc2)C(=O)C1CC(=O)Nc1ccccc1 (stereo not drawn),-15,0.5,5,6,-3,-5,1
